# M. tuberculosis HTS – M. tuberculosis growth inhibition, HTS (AID 449762). M. tuberculosis H37Rv growth inhibition, 7H9 media; higher % means a stronger effect. 330,000 tested, 0.59% active. one-dose inhibition, % at 25 µM; IC50 in µM for titrated hits; in the data active = a potency from the dose series; inconclusive = inhibition above about 70% without an active follow-up result;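 note: bacterial growth assessed after seven days of incubation; strong numbers were not always called active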
# PhoP GFP inhibition – Inhibition of PhoP regulon, Salmonella typhi GFP reporter cells, confirmation, 4 h (AID 1850); Salmonella Typhi PhoP-promoter GFP reporter, fluorescence, 4 h; higher % means a stronger effect; inhibition, % at 50 µM, or IC50 in µM where a hit was titrated; 310,000 tested, 0.33% active; in the data active = a potency from the dose series; inconclusive = inhibition mostly from about 25% at the one dose, without a potency; inactive = the rest, 99 in 100 with inhibition below about 19%;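 note: 0% = induced wells with vehicle and 100% = uninduced wells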
# H1N1 NS1A inhibition – NS1A inhibition, H1N1 influenza, cell based functional assay (AID 504329) | NS1A functional cell-based assay, percent inhibition; higher % means a stronger effect | 340,000 tested, 0.3% active | one-dose inhibition, % at 12.5 µM; IC50 in µM for titrated hits; in the data active = a potency from the dose series; inconclusive = inhibition above about 27% without an active follow-up result; note: strong numbers were not always called active
# M. tuberculosis – growth inhibition of non-replicating M. tuberculosis (AID 488890); 320,000 tested, 0.39% active; Mycobacterium tuberculosis non-replicating, growth inhibition; higher % means a stronger effect; inhibition, % at 25 µM; hits with a dose series show IC50 in µM; in the data active = a potency from the dose series; inconclusive = inhibition mostly from about 82% at the one dose, without a potency; inactive = the rest, 99 in 100 with inhibition below about 76%;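 note: plate controls were DMSO cells for no effect and high antibiotic wells for full effect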
# VEEV TC-83 Vero – inhibitors of VEEV TC-83 cytopathic effect, confirmation, Vero cells (AID 588727). Vero cells, VEEV TC-83 cytopathic effect inhibition; higher % means a stronger effect. inhibition, % at 20 µM; hits with a dose series show IC50 in µM. 350,000 tested, 0.13% active; in the data active = a potency from the dose series; inconclusive = inhibition mostly from about 14% at the one dose, without a potency; inactive = the rest, 99 in 100 with inhibition below about 12%; note: strong numbers were not always called active
# VEEV TC-83 Vero 10K pilot screen – further read-out of VEEV TC-83 Vero, marked with its call; inhibition, %; measured here: 10K pilot screen inhibition
# Starred values were filed as active, the others as inactive; i = inactive; ? = inconclusive; . = not tested or not shown.
SMILES,M. tuberculosis HTS,PhoP GFP inhibition,H1N1 NS1A inhibition,M. tuberculosis,VEEV TC-83 Vero,others
CN1c2ccsc2/C(=N/Nc2ccccc2)CS1(=O)=O,?,1%,5%,0.29µM*,2.7%,VEEV TC-83 Vero 10K pilot screen=1.1
CCn1c(SCC(=O)N(C)C)nc2cc(S(=O)(=O)N3CCOCC3)ccc21,-3%,7%,2%,0%,0.9%,
Cc1ccc2c(c1)C(c1ccccc1)N(C(=O)c1ccc3c(c1)OCO3)CC(=O)N2 (stereo unspecified),3%,0%,16%,46%,i,
Cc1ccc(-c2n[nH]c(=O)c3ccccc23)cc1S(=O)(=O)NCC1CCCO1 (stereo unspecified),4%,13%,6%,0%,0.5%,
COC(=O)c1ccccc1-c1ccc(/C=C2\C(=O)N(c3ccccc3)N=C2c2ccccc2)o1,-3%,10%,12%,-11%,3.3%,
CC(=O)C(C)Oc1cc(C)cc2oc(=O)c(C)c(C)c12 (stereo unspecified),-4%,-18%,5%,-3%,6.2%,
O=C(Nc1cccc(S(=O)(=O)N2CCCCC2)c1)c1ccccc1NS(=O)(=O)c1ccc(F)cc1,2%,-7%,-10%,-15%,0.5%,
COc1ccccc1CCNC(=O)Cc1cccs1,5%,2%,2%,2%,i,
COc1cccc(CNC(=O)CCc2ccc(OC)c(OC)c2)c1,2%,-7%,7%,-3%,0.8%,
Cc1noc(C)c1C(=O)N(CC(=O)NC1CCCC1)Cc1ccccc1F,-2%,-14%,-6%,1%,1.0%,
COc1c(F)c(F)c(C(=O)Nc2ccc(N3CCN(Cc4ccccc4)CC3)cc2)c(F)c1F,?,2%,5%,53%,i,
COc1ccc(NC(=O)CCNS(=O)(=O)c2cccc3nsnc23)cc1OC,6%,-3%,-2%,-1%,0.9%,
Clc1cccc(-c2ccc3ncnc(NCc4cccs4)c3c2)c1,?,.,-2%,57%,6.1%,
COc1ccccc1N1CCN(C(=O)C(F)F)CC1,5%,-9%,-6%,5%,0.4%,
COc1ccc(C)cc1NC(=O)C1CCCN(S(=O)(=O)c2cccc3cccnc23)C1 (stereo unspecified),3%,-12%,6%,20%,11%,

# 2 records drawn at random from the list so far:
SMILES,M. tuberculosis HTS,PhoP GFP inhibition,H1N1 NS1A inhibition,M. tuberculosis,VEEV TC-83 Vero,others
COC(=O)c1ccccc1-c1ccc(/C=C2\C(=O)N(c3ccccc3)N=C2c2ccccc2)o1,-3%,10%,12%,-11%,3.3%,
COc1ccc(C)cc1NC(=O)C1CCCN(S(=O)(=O)c2cccc3cccnc23)C1 (stereo unspecified),3%,-12%,6%,20%,11%,

# (list continues)
SMILES,M. tuberculosis HTS,PhoP GFP inhibition,H1N1 NS1A inhibition,M. tuberculosis,VEEV TC-83 Vero,others
CCCC(=O)NC(=S)Nc1ccc(S(=O)(=O)Nc2ccc(OCC)cc2)cc1,11%,-29%,13%,42%,1.8%,
CCCCOc1ccc(/C=C2/Sc3ccccc3C2=O)cc1,2%,-3%,13%,64%,0.5%,
O=C(C1CC1)N1CCN(Cc2ccccc2)CC1,-2%,3%,-4%,1%,i,
Cc1ccc(-n2nc3c(=O)n(CCCC(=O)NCc4ccccc4C)nc(C)c3c2C)cc1,-1%,14%,1%,13%,i,
Cc1ccc(-c2ccc(CO)o2)cc1N,-2%,1%,3%,-6%,i,
O=C1CN(C(=S)Nc2ccccc2Cl)CCN1,3%,5%,2%,-10%,1.2%,
CC1CCN(C(=O)C2CCCN(S(=O)(=O)c3cccc4nsnc34)C2)CC1 (stereo unspecified),0%,4%,3%,6%,0.4%,
O=C(C1CCCN1S(=O)(=O)c1cccc2nsnc12)N1CCCCC1 (stereo unspecified),4%,17%,-3%,3%,0.7%,
COc1cccc(CN2CC(C(=O)N(C)CCCC3CCCC3)CCC2=O)c1 (stereo unspecified),-4%,-3%,6%,12%,0.5%,
CCCCNc1nc(Nc2ccc(C)c(Cl)c2)c2cnn(C)c2n1,10%,-4%,-5%,16%,?,
CCOc1ccc(CCN2C(=S)N([C@@H](CC(C)C)CN3CCCC3CN3C(=S)NC[C@@H]3CC(C)C)C[C@@H]2CC(C)C)cc1 (stereo partly specified),.,.,-11%,.,i,
Cc1cc(C)cc(OC(C)c2ccnc3nc(/N=C/N(C)C)nn23)c1 (stereo unspecified),3%,-6%,5%,7%,1.8%,
CCOc1cc(N2CCOCC2)c(OCC)cc1NC(=O)COC(=O)[C@@H]1CCCN1S(=O)(=O)c1ccccc1F,?,-4%,-14%,56%,?,
CC(=O)Nc1cc([N+](=O)[O-])ccc1OCc1ccccc1,.,.,-17%,.,0.8%,
C#CC(C)(CC)NC(=O)Cn1nnc(-c2ccc(S(C)(=O)=O)cc2)n1 (stereo unspecified),-6%,1%,2%,6%,0.8%,

# Next section; it opens with the 6 that closed the last part.
SMILES,M. tuberculosis HTS,PhoP GFP inhibition,H1N1 NS1A inhibition,M. tuberculosis,VEEV TC-83 Vero,others
CCCCNc1nc(Nc2ccc(C)c(Cl)c2)c2cnn(C)c2n1,10%,-4%,-5%,16%,?,
CCOc1ccc(CCN2C(=S)N([C@@H](CC(C)C)CN3CCCC3CN3C(=S)NC[C@@H]3CC(C)C)C[C@@H]2CC(C)C)cc1 (stereo partly specified),.,.,-11%,.,i,
Cc1cc(C)cc(OC(C)c2ccnc3nc(/N=C/N(C)C)nn23)c1 (stereo unspecified),3%,-6%,5%,7%,1.8%,
CCOc1cc(N2CCOCC2)c(OCC)cc1NC(=O)COC(=O)[C@@H]1CCCN1S(=O)(=O)c1ccccc1F,?,-4%,-14%,56%,?,
CC(=O)Nc1cc([N+](=O)[O-])ccc1OCc1ccccc1,.,.,-17%,.,0.8%,
C#CC(C)(CC)NC(=O)Cn1nnc(-c2ccc(S(C)(=O)=O)cc2)n1 (stereo unspecified),-6%,1%,2%,6%,0.8%,
Cc1nn(C)c(C(=O)Nc2ccn(Cc3ccccc3F)n2)c1[N+](=O)[O-],-6%,-2%,1%,-14%,1.9%,
CNc1ccccc1-c1nc2ccccc2n(C)c1=O,-3%,3%,11%,-17%,0.6%,
CCOc1ccc(-n2c(SCC(=O)Nc3ccc(OC)cc3)nc3sc4c(c3c2=O)CCN(C)C4)cc1,5%,8%,-4%,62%,9.3%,
Cc1cc(C)nc(NC(=O)/C=C/c2ccc(Cl)cc2Cl)c1,-3%,3%,8%,11%,6.0%,VEEV TC-83 Vero 10K pilot screen=5.4
COc1ccc2cc(C(=O)N/N=C/c3cc(OC)c(OC)c(OC)c3)[nH]c2c1,3%,-3%,-1%,8%,8.2%,
COc1ccc(-c2ccc3oc(-c4ccc(OC)cc4)c(C#CCCO)c3c2)cc1,8%,1%,1%,14%,0.5%,
O=C(Cc1ccccc1)N1CCN(c2ccccc2F)CC1,1%,5%,1%,-2%,i,
Nc1cc(Br)c(N)c(Br)c1,-17%,-5%,14%,9%,i,VEEV TC-83 Vero 10K pilot screen=1.8
Cc1cc(C=C2C(=O)N(C)C(=S)N(C)C2=O)c(C)n1-c1ccncc1,-4%,9%,.,-6%,0.9%,
CC1=C(C(=O)OCc2ccccc2)C(c2ccc3ccccc3c2)NC(=O)N1CCCCCC(=O)O (stereo unspecified),-4%,1%,.,13%,.,
CCN(C(=O)CN1CCN(c2ccc(OC)cc2)CC1)c1c(N)n(Cc2ccccc2)c(=O)[nH]c1=O,-18%,5%,4%,-7%,0.5%,
CC1CCCC(NC(=O)CSc2ncnc3ccccc23)C1C (stereo unspecified),9%,.,6%,41%,5.3%,
CC(=O)Nc1cccc(C(=O)N(Cc2ccccc2)Cc2ccccc2)c1,12%,-4%,4%,7%,0.4%,
Cc1cccc(/C=C2/Sc3ccc(C(=O)NCCCN4CCOCC4)cc3NC2=O)c1,?,-2%,-2%,?,9.1%,
Oc1ccc(Nc2nc(-c3ccccc3)nc3ccccc23)cc1,10%,5%,3%,-1%,9.1%,
COc1ccccc1CCC(=O)OCC(=O)NC1CCCCC1,-8%,-4%,-4%,8%,0.5%,
CC1(C)CC(=O)C2=C(C1)NC(=O)CC2c1ccc(N(CCC#N)CCC#N)cc1 (stereo unspecified),0%,-11%,1%,-2%,0.3%,
CCCc1cc(=O)oc2cc(C)c(CN3CCCC3)c(O)c12,-6%,-8%,3%,39%,5.8%,VEEV TC-83 Vero 10K pilot screen=3.6
COc1ccc(CN2C(=O)c3ccccc3C2=O)cc1C(=O)Nc1ccccc1N1CCOCC1,-5%,2%,4%,13%,8.5%,
Cc1occc1-c1nnc(SCC(=O)N2CCCC(C)C2)o1 (stereo unspecified),19%,.,-6%,?,2.7%,
COc1ccc(CCNC(=O)C(=O)NCCOc2ccccc2Cl)cc1OC,-7%,-10%,-4%,-1%,2.4%,
O=C(Cc1c(F)cccc1Cl)OCC(=O)N1CCN(c2ccccc2)CC1,-5%,.,-8%,16%,0.1%,
CC(=O)c1c[nH]c(C(=O)NCC2CCCO2)c1 (stereo unspecified),-11%,6%,-2%,-1%,i,
CC(=O)Nc1cccc(NC(=O)CSc2ccc(-c3cccnc3)nn2)c1,-4%,9%,-4%,-5%,9.2%,
O=S(=O)(Cc1cc(Sc2ccccc2)nc(-c2ccccc2)n1)c1ccccc1,6%,14%,3%,-4%,1.8%,
C=CCOc1ccc(/C(O)=C2/C(=O)C(=O)N(CCCn3ccnc3)C2c2ccco2)cc1 (stereo unspecified),8%,7%,-11%,55%,0.2%,
CCC1(C)N(O)C(C)(C)C(c2ccc(F)cc2)=[N+]1[O-] (stereo unspecified),0%,12%,0%,11%,i,
Cc1nn(C)cc1S(=O)(=O)N1CCN(Cc2ccccc2Cl)CC1,-2%,6%,3%,-1%,0.8%,
CC(C)c1ccc(COC(=O)CN2C(=O)NC3(CCCCC3C)C2=O)cc1 (stereo unspecified),.,.,-11%,.,4.6%,
Cc1ccc(-c2noc(CN(C(=O)CCCCCN3C(=O)c4ccccc4C3=O)C(C)C)n2)cc1,-7%,-3%,-3%,5%,7.5%,
COc1ccccc1NC(=O)/C=C\C(=O)O,0%,-6%,-2%,6%,0.8%,
NS(=O)(=O)c1ccc(CCNC(=O)C(=O)NCC2OCCN2C(=O)c2ccc3c(c2)OCO3)cc1 (stereo unspecified),1%,-3%,4%,4%,0.9%,
CC(C)C(=O)NNc1nc2ccccc2s1,2%,-1%,-7%,8%,i,
Cc1ccccc1C(=O)N1CCC(C(=O)N(CC(C)C)c2c(N)n(Cc3ccccc3)c(=O)[nH]c2=O)CC1,-4%,3%,-4%,7%,1.7%,
CC1CCN(C(=O)C(C)OC(=O)CSc2ccc([N+](=O)[O-])cc2)CC1 (stereo unspecified),3%,.,7%,75%,i,
CC(Nc1nc(Nc2ccc(F)cc2)nc(SCC(N)=O)n1)c1ccccc1 (stereo unspecified),23%,1%,-3%,2%,4.8%,
O=C(C[n+]1ccccc1)Nc1ccc(Cl)c([N+](=O)[O-])c1,7%,-3%,4%,-4%,0.1%,
O=C(NCCc1ccccc1)c1cc(-c2ccco2)on1,3%,-7%,4%,6%,5.1%,
O=C(C1CCN(S(=O)(=O)N2CCOCC2)CC1)N1CCN(c2ccc(F)cc2)CC1,0%,2%,-5%,7%,0.5%,
Cc1c(P(=S)(c2ccccc2)c2ccccc2)[n+]2ccccc2n1C,.,.,-3%,.,1.9%,
CCOC(=O)c1cc2c(=Cc3ccc(N(C)C)cc3)c3ccccc3n2[n+]1C,.,.,12µM*,.,5.4%,
Cn1ccc(C(=O)OCC(=O)Nc2ccccc2)n1,.,.,6%,.,i,
Cn1cccc1-c1nc2ccccc2n1Cc1ccccc1,11%,-17%,12%,26%,6.2%,
Cc1ccc(-c2nnc3ccc(SCC(=O)N4CCCc5ccccc54)nn23)cc1,10%,-7%,-8%,28%,9.4%,
Cn1cnc(S(=O)(=O)Nc2ccc3c(c2)OCCO3)c1,-9%,8%,.,-18%,i,
COc1ccc(/C=N/NC(=O)COc2ccccc2-c2ccccc2)cc1,3%,5%,3%,35%,9.2%,
CCC(=NCCCN(CC)CC)c1c(O)n(-c2ccccc2)c(=O)[nH]c1=O,4%,1%,0%,-2%,3.1%,
O=C(Cn1nc(C(=O)O)c2ccccc2c1=O)Nc1cc(Cl)ccc1-n1cncn1,-1%,.,-2%,5%,3.7%,
OCC1(Cc2ccccc2)CCN(C2CCN(c3ccccc3F)CC2)CC1,9%,1%,5%,30%,i,
CCc1sc(C(=O)Nc2ccc3nc(C)sc3c2)cc1C,56%,.,1%,69%,7.7%,
Cc1nnsc1NC(=O)OCC(C)(C)C,-9%,-3%,3%,-4%,0.2%,
CCn1c(SCC(=O)Nc2ccc3c(c2)OCO3)nnc1C(C)C,-5%,6%,6%,-4%,1.0%,
COCCNC(=O)C(C)N(c1ccc(OC)cc1)S(C)(=O)=O (stereo unspecified),-7%,2%,8%,-6%,i,
CCC(=O)c1ccc(OCC(=O)OCC(=O)NC2CCCCCCC2)cc1,-5%,-3%,3%,7%,0.9%,

# Source: PubChem
